K1F lysis inhibition: inhibition of K1F phage lysis, E. coli UTI89, bacterial capsule biogenesis inhibitors, alamar blue (AID 488966). E. coli UTI89 K1F phage lysis, alamar blue, 2 h; higher % means a stronger effect. inhibition, % at 100 µM; hits with a dose series show IC50 in µM. 340,000 compounds, 0.02% hits;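 active = phage lysis inhibition, versus mean bacterial control, above a set limit; inconclusive = no clear call, values can overlap the other calls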;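 note: capsule biogenesis inhibitors block K1F phage lysis so surviving cells raise fluorescence; higher fluorescence means more inhibition of phage lysis; actives were called in the ten point dose series up to 300 µM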
MgcRacGAP inhibition: MgcRacGAP GTPase-activating activity inhibitors, confirmation, biochemical, ADP Hunter fluorescence | MgcRacGAP-stimulated Rac1 GTP hydrolysis, ADP Hunter fluorescence; higher % means a stronger effect; GST-tagged Rac1 F28L mutant substrate | one-dose inhibition, % at 30 µM; IC50 in µM for titrated hits | 340,000 compounds, 0.6% hits;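 active = first-screen hits whose inhibition reached a set limit at any dose in the follow-up dose series; inconclusive = inhibition above the set first-screen limit but never retested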;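 note: fluorescence reports GDP produced by GAP-driven GTP hydrolysis; strong numbers were not always called active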
AID2073: inhibitors of Mint1-CaV2.2 protein interaction, biochemical, HTRF (AID 2073); inhibition, % at 20 µM, or IC50 in µM where a hit was titrated; 290,000 compounds, 0.19% hits; HTRF protein-protein interaction, Mint1-CaV2.2; higher % means a stronger effect; in the data active = inhibition mostly above about 51%, no sharp cut-off; inconclusive = no clear call, values can overlap the other calls; inactive = mostly below about 53%; note: some results filed as inactive read as strong as hits
West Nile virus CPE: West Nile virus antiviral activity, cell-based, CPE readout (AID 1621); West Nile virus-infected cells, CPE inhibition; higher % means a stronger effect; one-dose CPE inhibition, % at 10 µM; IC50 in µM for titrated hits; 290,000 compounds, 0.02% hits; in the data active = a potency from the dose series; inconclusive = CPE inhibition mostly from about 3.7% at the one dose, without a potency; inactive = the rest, 99 in 100 with CPE inhibition below about 2.2%; note: strong numbers were not always called active
NTR1 agonist: NTR1-driven beta-arrestin-GFP spot formation – imaging, U2OS cells, high content, primary screen (AID 493036); activation, % at 20 µM; agonist mode; P30989; 330,000 compounds, 0.17% hits;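 active = activation at or above 40% of the spot to cytoplasm intensity ratio, with at least 20 cells analyzed; inconclusive = wells under 20 cells, flagged as cytotoxic or low count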;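 note: 0% = DMSO without peptide and 100% = 100 nM NTR1 peptide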
Target sequence (P30989 whole entry, looked up): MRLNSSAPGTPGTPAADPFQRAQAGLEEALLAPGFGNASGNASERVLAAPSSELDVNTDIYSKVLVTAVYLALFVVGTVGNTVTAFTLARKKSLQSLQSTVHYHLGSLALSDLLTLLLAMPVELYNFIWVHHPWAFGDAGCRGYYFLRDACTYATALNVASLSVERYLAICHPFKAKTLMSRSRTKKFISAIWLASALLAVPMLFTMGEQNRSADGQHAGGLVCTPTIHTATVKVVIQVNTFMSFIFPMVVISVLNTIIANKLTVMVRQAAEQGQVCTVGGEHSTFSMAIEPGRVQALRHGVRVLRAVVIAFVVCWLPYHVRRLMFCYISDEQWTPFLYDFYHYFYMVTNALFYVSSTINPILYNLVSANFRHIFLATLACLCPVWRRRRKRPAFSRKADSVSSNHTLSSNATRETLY
NS5 inhibitors: flavivirus cap methylation enzyme inhibition – biochemical, confirmation dose response, primary screen (AID 588689); Dengue-2 NS5 methyltransferase capping enzyme assay, biochemical; higher % means a stronger effect; inhibition, % at 25 µM, or IC50 in µM where a hit was titrated; 340,000 compounds, 0.3% hits; in the data active = a potency from the dose series; inconclusive = inhibition above about 29% without an active follow-up result
RSV antiviral HEp-2: inhibition of RSV-induced cytopathic effect – HEp-2 cells, primary 10 µM value included (AID 2391); HEp-2 cells, RSV-induced CPE inhibition; higher % means a stronger effect; one-dose CPE inhibition, % at 10 µM; IC50 in µM for titrated hits; 310,000 compounds, 0.13% hits; in the data active = a potency from the dose series; inconclusive = CPE inhibition mostly from about 23% at the one dose, without a potency; inactive = the rest, 99 in 100 with CPE inhibition below about 21%; note: strong numbers were not always called active
SV40 large T antigen: TAg ATPase/helicase activity blockers – biochemical (AID 1903); 310,000 compounds, 0.39% hits; SV40 large T antigen ATPase/helicase inhibition assay; higher % means a stronger effect; inhibition, % at 20 µM; hits with a dose series show IC50 in µM; in the data active = a potency from the dose series; inconclusive = inhibition mostly from about 32% at the one dose, without a potency; inactive = the rest, 99 in 100 with inhibition below about 32%; note: strong numbers were not always called active
Siah-1 displacement: blockers of Siah-1 interaction with plectin peptide – biochemical, fluorescence polarization, rhodamine-plectin, uHTS, primary screen (AID 1817); Siah-1 / rhodamine-plectin peptide fluorescence polarization; higher % means a stronger effect; one-dose displacement, % at 20 µM; IC50 in µM for titrated hits; 290,000 compounds, 0.02% hits;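 active = displacement of at least 50% at 20 µM, with a fluorescence ratio check between 0.3 and a set limit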;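 note: plate controls were Siah plus tracer with DMSO for no effect and tracer alone without Siah for full effect; strong numbers were not always called active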
NTR1 agonist cell count 20 µM: second read-out of NTR1 agonist, no call of its own (marks repeat the call); cell count; measured here: cell count, cytotoxicity flag
NS5 inhibitors pilot replicate: recorded beside NS5 inhibitors, whose call it bears; inhibition, %; measured here: pilot screen replicate inhibition
* = called active by the depositor; i = inactive; ? = inconclusive; . = no result given; [ ] = remark or other dose.

SMILES	K1F lysis inhibition	MgcRacGAP inhibition	AID2073	West Nile virus CPE	NTR1 agonist	NTR1 agonist cell count 20 µM	NS5 inhibitors	RSV antiviral HEp-2	SV40 large T antigen	Siah-1 displacement	others
O=C(CSc1ncnc2c1cnn2-c1cccc(Cl)c1)NCC1CCCO1 (stereo not drawn)	-0.8%[50 µM]	5%	10%	-0.3%	-0.1	72	1%	7.5%	20%	2%
COc1cccc(Cn2cc(N)cn2)c1	-0.4%	2%	4%	-0.3%	-0.3	22	18%	0.8%	-1%	11%
c1ccc(-c2ccccc2OCc2nnc3n2CCC3)cc1	0.0%	1%	7%	-0.1%	0.3	42	-6%	0.7%	7%	-4%
OCC1(Cc2ccccc2)CCCN(Cc2c[nH]c3ccccc23)C1 (stereo not drawn)	0.7%	1%	-2%	0.0%	0.4	40	-5%	16%	22%	-3%
CC1=[N+]([O-])C(C)(C)CC(C)(C)c2ccccc21	0.6%	3%	1%	0.2%	-4.5	78	-9%	1.3%	4%	6%
O=C(Nc1ccc2nc(-c3cccs3)[nH]c2c1)c1cccs1	i	7%	0%	0.4%	0.1	100	-3%	1.3%	10%	0%
O=C(NC1=NCCS1)C1CCN(S(=O)(=O)c2cc([N+](=O)[O-])ccc2Cl)CC1	0.2%	8%	.	.	-0.9	54	-7%	.	.	.
CCOC(=O)CC[C@H](NC(=O)Cn1cnc2c(OCc3ccccc3)ncnc21)C(=O)OCC	0.1%	10%	.	.	-1.1	63	-5%	.	.	.
CSc1ccccc1-c1nnc(NC(=O)Cc2ccccc2)o1	-0.1%	9%	2%	0.1%	0.2	47	-6%	7.1%	14%	5%
O=C1CCC([N+](=O)[O-])C(c2ccc(-c3ccccc3)cc2)N1 (stereo not drawn)	1.4%	4%	.	.	-0.4	39	-3%	0.8%	12%	.
CN1CCN(c2ccccc2NC(=O)c2ccc3c(c2)OCCO3)CC1	-0.1%	7%	9%	0.1%	1.3	48	6%	-0.6%	5%	3%
Cc1cccc(N(C(=O)Cn2nnc3ccccc32)C(C(=O)NC(C)(C)C)c2ccsc2)c1 (stereo not drawn)	4.4%	2%	1%	-0.7%	0.9	65	-2%	-0.6%	3%	5%
Cc1ccc(NCCC(=O)c2ccc(Cl)cc2)cc1C	4.8%	11%	-11%	2.4%	1.7	60	3%	0.6%	9%	0%
Oc1oc(-c2ccccc2)nc1C=Nc1ccccc1	0.5%[50 µM]	9%	-12%	-0.7%	1.1	57	-2%	1.8%	-16%	-4%
CCCC[C@@H]1C=C(C(=O)O)[C@H](c2ccc(C)cc2)N1S(=O)(=O)c1ccc(C)cc1	0.2%	5%	.	.	-0.2	65	-1%	.	.	.	NS5 inhibitors pilot replicate=-7.0
COc1ccc2nc(C)cc(NCc3cccc(C(F)(F)F)c3)c2c1	-0.2%	16%	2%	-1.1%	5.9	53	4%	?	7%	0%
CCC(=O)Nc1ccc(NC(=O)c2ccccn2)cn1	5.2%	6%	-6%	0.3%	-0.9	65	4%	0.9%	-2%	2%
CCOC(=O)C1=C(N)OC2=C(C(=O)CC(C)(C)C2)C1c1cccs1 (stereo not drawn)	-0.2%	3%	-6%	0.3%	0.1	30	28%	1.8%	11%	3%
CCN(CC)CCNC(=O)c1ccc(NC(=O)c2cn(-c3ccc(F)cc3)nc2-c2cccc(OC)c2)cc1	-0.1%	10%	-3%	-1.9%	9.7	48	-4%	-1.9%	20%	-6%
CCOc1ccc(S(=O)(=O)Nc2ccc(C(=O)NCC3CCCO3)cc2)cc1 (stereo not drawn)	0.1%	8%	-1%	-0.1%	0.0	58	0%	2.3%	0%	-2%
O=C(c1ccco1)N1CCC(c2nc(-c3ccccc3Cl)no2)CC1	-2.3%	5%	2%	-1.6%	0.7	51	-3%	2.1%	3%	0%
CCCC(=O)Nc1ccc(N2CCOCC2)cc1	-1.8%	3%	-19%	0.8%	-1.2	66	-4%	1.4%	8%	2%
Cc1c([N+](=O)[O-])cc(C(=O)Nc2ccc(Cc3ccncc3)cc2)cc1[N+](=O)[O-]	0.1%	2%	0%	-0.9%	5.6	66	-2%	15%	5%	-1%
NC(=O)c1cc(S(=O)(=O)N2CCN(c3cccc(Cl)c3)CC2)cs1	0.2%	0%	14%	-1.2%	1.6	53	7%	0.6%	3%	-2%

Next section, overlapping the part above by 2 compounds.
SMILES	K1F lysis inhibition	MgcRacGAP inhibition	AID2073	West Nile virus CPE	NTR1 agonist	NTR1 agonist cell count 20 µM	NS5 inhibitors	RSV antiviral HEp-2	SV40 large T antigen	Siah-1 displacement	others
Cc1c([N+](=O)[O-])cc(C(=O)Nc2ccc(Cc3ccncc3)cc2)cc1[N+](=O)[O-]	0.1%	2%	0%	-0.9%	5.6	66	-2%	15%	5%	-1%
NC(=O)c1cc(S(=O)(=O)N2CCN(c3cccc(Cl)c3)CC2)cs1	0.2%	0%	14%	-1.2%	1.6	53	7%	0.6%	3%	-2%
O=C(CSC(=S)N1CCCC1)c1ccccc1	0.6%[50 µM]	9%	-6%	0.0%	0.6	105	-5%	0.5%	18%	3%
O=C(CN1C(=O)CSC1=O)NC1CCCCC1	-0.1%	3%	0%	1.5%	-1.7	96	-2%	2.5%	-1%	4%
Cc1ccc(Oc2ccc(-c3nc(N)nc(N)n3)cc2)cc1	2.4%	2%	10%	0.4%	-0.9	52	-10%	13%	14%	2%
COc1ccc2c3c([nH]c2c1)C1CC2C(CC(O)C(OC)C2C(=O)O)CN1CC3 (stereo not drawn)	0.1%	2%	7%	1.4%	-2.4	88	8%	.	9%	-4%
CCCn1c(CN2CCN(C(=O)OCC)CC2)nc2cc(NC(=O)C(C)C)ccc21	0.2%	4%	11%	0.0%	-0.1	92	-9%	2.3%	10%	1%
O=C(CCn1c(=O)c2cccn2c2ccc(F)cc21)NCCc1ccccc1	0.6%	12%	8%	0.1%	1.2	50	-6%	8.6%	20%	-2%
Cn1cncc1C(=O)c1ccccc1	-1.7%	3%	14%	0.1%	-0.3	47	-2%	1.4%	15%	14%
COCCCn1c(C)nc2c(c1=O)c1nc3ccccc3nc1n2CCc1ccccc1	4.4%	9%	1%	0.8%	8.0	51	-4%	6.6%	7%	2%
N#Cc1ccc(S(=O)(=O)N2CCC(N3CCCCC3)CC2)cc1	1.6%	6%	3%	-0.3%	0.0	39	-5%	2.5%	9%	2%
O=C(N/N=C/c1cc(Br)c(O)c(Br)c1O)c1ccc2c(c1)OCCO2	-1.7%	25%	-12%	2.2%	-1.7	46	-15%	4.1%	33%	10%
COc1ccc(S(=O)(=O)Nc2ccc3c(c2)C(=O)N([C@H](C)CO)C[C@H](C)[C@H](CN(C)Cc2ccc(C(=O)O)cc2)O3)cc1	2.4%	14%	.	.	3.1	52	-4%	.	.	.
Cc1ccc2nc(NCCCO)nc(-c3ccccc3)c2c1	2.3%	5%	26%	-0.4%	-1.1	58	-4%	6.2%	5%	0%
CCOC(=O)c1c(C)c(C(=O)NCc2cccnc2)c(C)n1CC	3.3%	-2%	-2%	0.1%	2.0	74	-3%	0.8%	8%	-7%
CC1=C(C(=O)OCc2ccccc2)C(c2ccc(C(F)(F)F)cc2)NC(=O)N1CCCCCC(=O)O (stereo not drawn)	-0.3%	11%	5%	0.1%	14	72	5%	4.9%	9%	5%
CCC(C)NC(=O)C1CCC(=O)N1Cc1ccc(C)cc1 (stereo not drawn)	0.4%	12%	-5%	0.1%	-0.2	42	7%	1.3%	4%	-7%
O=c1oc2c(CN3CCOCC3)c(O)c(Cl)cc2c2c1CCCC2	-0.5%	7%	32%	-0.3%	2.8	44	10%	0.9%	18%	-2%
CCOC(=O)C1=C2c3ccc4ccccc4c3CC(C)(C)N2C(=O)C1=O	1.3%[50 µM]	-4%	3%	-1.6%	-0.3	65	-6%	9.6%	12%	1%
COc1cc(NC(=O)c2ccc(=O)[nH]n2)cc(OC)c1OC	0.1%	8%	7%	-0.1%	0.3	75	-1%	0.4%	9%	6%
COc1ccccc1C/C(N)=N/OC(=O)COc1cccc(C)c1C	0.1%	6%	0%	-0.4%	0.4	49	-2%	-0.4%	21%	2%
CCOC(=O)c1nn(-c2ccccc2)c(C#N)c1N	-0.6%	2%	4%	0.1%	0.2	90	.	4.2%	6%	0%
COc1cc(Cl)c(C)cc1NC(=O)Cc1ccc(OC)c(OC)c1	-0.4%	0%	1%	-1.0%	0.9	45	-1%	13%	-8%	2%

Molecules listed so far that contain a Cl atom (seven):
SMILES	K1F lysis inhibition	MgcRacGAP inhibition	AID2073	West Nile virus CPE	NTR1 agonist	NTR1 agonist cell count 20 µM	NS5 inhibitors	RSV antiviral HEp-2	SV40 large T antigen	Siah-1 displacement	others
O=C(CSc1ncnc2c1cnn2-c1cccc(Cl)c1)NCC1CCCO1 (stereo not drawn)	-0.8%[50 µM]	5%	10%	-0.3%	-0.1	72	1%	7.5%	20%	2%
O=C(NC1=NCCS1)C1CCN(S(=O)(=O)c2cc([N+](=O)[O-])ccc2Cl)CC1	0.2%	8%	.	.	-0.9	54	-7%	.	.	.
Cc1ccc(NCCC(=O)c2ccc(Cl)cc2)cc1C	4.8%	11%	-11%	2.4%	1.7	60	3%	0.6%	9%	0%
O=C(c1ccco1)N1CCC(c2nc(-c3ccccc3Cl)no2)CC1	-2.3%	5%	2%	-1.6%	0.7	51	-3%	2.1%	3%	0%
NC(=O)c1cc(S(=O)(=O)N2CCN(c3cccc(Cl)c3)CC2)cs1	0.2%	0%	14%	-1.2%	1.6	53	7%	0.6%	3%	-2%
O=c1oc2c(CN3CCOCC3)c(O)c(Cl)cc2c2c1CCCC2	-0.5%	7%	32%	-0.3%	2.8	44	10%	0.9%	18%	-2%
COc1cc(Cl)c(C)cc1NC(=O)Cc1ccc(OC)c(OC)c1	-0.4%	0%	1%	-1.0%	0.9	45	-1%	13%	-8%	2%
